# CHT inh – human CHT choline transport inhibition; CHT-expressing cells, membrane potential dye, choline response; hits give low values; B-score at 10 µM; 0.86% of 310,000 active; AID 488975;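 active = B-score over 3 SD under the library average, and starting fluorescence ratio not unusually high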;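 note: choline stimulus applied at its EC90 after an EC20 pre-addition; B-score computed on integrated fluorescence ratio after choline addition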
# KCNQ2 inh – KCNQ2 potassium channel inhibitors, primary screen, cell-based, CHO-K1, FluxOR thallium flux, B-score (AID 2156) | O88943 | 20 min; hits give low values | B-score at 10 µM | 1.1% of 310,000 active;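 active = fluorescence ratio B-score at most minus 3 library SDs, with starting brightness B-score within 2 library SDs, cut at about -5.5 in these data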
# Target sequence (O88943 whole entry, looked up): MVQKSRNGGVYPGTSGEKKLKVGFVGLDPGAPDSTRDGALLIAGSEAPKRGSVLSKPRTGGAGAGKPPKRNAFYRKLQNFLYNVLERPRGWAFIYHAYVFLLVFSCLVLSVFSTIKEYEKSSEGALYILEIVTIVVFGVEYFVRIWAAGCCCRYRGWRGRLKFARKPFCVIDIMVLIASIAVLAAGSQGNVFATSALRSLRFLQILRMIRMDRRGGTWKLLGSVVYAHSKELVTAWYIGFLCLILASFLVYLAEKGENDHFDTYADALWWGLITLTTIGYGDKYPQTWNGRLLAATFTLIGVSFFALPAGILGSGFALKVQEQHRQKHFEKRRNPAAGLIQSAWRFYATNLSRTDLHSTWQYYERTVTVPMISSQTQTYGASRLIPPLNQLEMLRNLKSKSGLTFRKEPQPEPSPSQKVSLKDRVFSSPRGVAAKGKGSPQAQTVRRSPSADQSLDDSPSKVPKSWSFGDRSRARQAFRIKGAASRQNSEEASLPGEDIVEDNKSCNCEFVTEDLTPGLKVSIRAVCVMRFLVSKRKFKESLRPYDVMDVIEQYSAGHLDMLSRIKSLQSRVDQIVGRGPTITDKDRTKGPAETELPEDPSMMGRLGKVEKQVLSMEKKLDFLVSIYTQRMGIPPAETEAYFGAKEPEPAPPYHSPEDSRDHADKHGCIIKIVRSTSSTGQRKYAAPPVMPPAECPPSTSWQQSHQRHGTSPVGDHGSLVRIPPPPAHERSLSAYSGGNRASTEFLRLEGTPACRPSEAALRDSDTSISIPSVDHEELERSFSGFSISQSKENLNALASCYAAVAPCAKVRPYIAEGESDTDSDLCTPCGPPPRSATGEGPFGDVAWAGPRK
# * marks the source's active call; other numbers are inactive results; i = inactive; · = no result given. An unsorted share of the library; any-hit rate near 1.9%.
CHT inh,KCNQ2 inh,Molecule
i,i,CC(=O)Nc1ccc(OCC(O)Cn2c(CO)nc3ccccc32)cc1 (stereo not given)
i,i,O=C(c1ccco1)N1N=C(c2ccc3nccnc3c2)CC1c1ccccc1 (stereo not given)
i,i,Cc1ccc(OCC(=O)N/N=C2/SCC(=O)N2Cc2ccccc2)cc1
i,i,Cc1ccc(C2C(=O)N(C3CCC(C)CC3)CC(=O)N2C2CC2)cc1 (stereo not given)
i,i,O=C(COc1cccc(Cl)c1)Nc1ccc(N2CCOCC2)cc1
i,i,COc1ccc(CC(=O)c2c(O)cc(O)cc2O)cc1OC
i,i,Cc1ccc(NC(=O)c2nc[nH]c2C(=O)N[C@@H](C)c2ccccc2)cc1
i,i,S=C(Nc1ccccc1)N1N=CCC1c1ccccc1 (stereo not given)
i,i,Clc1cc(-c2ccc(/C=N/n3cnnc3)o2)ccc1Br
i,i,CCC1CCCCN1C(=O)CSc1nnc(CNC(=O)COc2ccc(Cl)cc2)o1 (stereo not given)
i,i,Cc1cc2[nH]c(=O)c(=O)[nH]c2cc1S(=O)(=O)Nc1cccc(C)c1C
i,i,O=C(O)c1ccc(Nc2ccc(Cl)c(Cl)c2)c([N+](=O)[O-])c1
i,i,Cc1ccc(NC(=S)Nc2c(C)n(C)n(-c3ccccc3)c2=O)cc1
i,i,Cc1ccc(S(=O)(=O)NCC(c2cccnc2)N(C)C)cc1 (stereo not given)
i,i,CCN(CC)CCN(C(=O)c1ccc2c(c1)CCCC2)c1nc2ccc(F)cc2s1
i,i,CC(=O)NCCn1c(SCC(=O)OCc2ccccc2)nc2ccccc2c1=O
i,i,CCCCCCCCNc1nc(Cl)nc(NCCN2CCOCC2)n1
i,i,O=C(O)CCN1C(=O)C2C3c4ccccc4C(c4ccccc43)C2C1=O (stereo not given)
i,·,CCOC(=O)C(NC(=O)CC)(Nc1cc(C)on1)C(F)(F)F (stereo not given)
i,i,Oc1c(Cl)cc(CN2CCCCC2)c2cccnc12
i,i,CC(C(=O)Nc1ccccc1Sc1ccccc1)N(c1ccccc1)S(C)(=O)=O (stereo not given)
i,i,COc1cc(-c2n[nH]c(=S)n2-c2ccccc2C(F)(F)F)cc(OC)c1OC
i,i,O=C(CSc1nnc(-c2ccccc2)c(-c2ccccc2)n1)N1CCOCC1
i,i,CC(C)(C)NC(=O)Cn1c(SCC(=O)NC2CC2)nc2ccccc21
i,i,Cc1nc(C(=O)Nc2ccc(Cl)cc2)sc1C1(C)CC(c2cccc([N+](=O)[O-])c2)=NO1 (stereo not given)
i,i,COc1ccc(C(CNC(=O)c2cc(F)c(F)c(F)c2F)N2CCOCC2)cc1 (stereo not given)
i,i,CS(=O)(=O)c1ccc(C(=O)Nc2ccccc2N2CCOCC2)c(Cl)c1
i,i,Cc1ccccc1CSc1ccc2nnc(-c3ccccn3)n2n1
i,i,O=C(CSC1=NS(=O)(=O)c2ccccc2N1)NCCc1ccccc1
i,i,COC(=O)C(C(=O)Nc1ccccc1C)C1CCCCCC1 (stereo not given)
i,i,CCNc1nc(NCC)nc(N/N=C/c2ccc(OC)cc2)n1
i,i,CC1CC(C)CN(C(=O)c2ccc(N3CC4CC(C3)c3cccc(=O)n3C4)c([N+](=O)[O-])c2)C1 (stereo not given)
i,i,Cc1ccc(-n2ccc(=O)c(C(=O)Nc3ccc(S(=O)(=O)Nc4onc(C)c4C)cc3)n2)cc1
i,i,O=C(CCNS(=O)(=O)c1ccccc1F)N1CCN(C(c2ccccc2)c2ccccc2)CC1
i,i,CC(=O)Nc1ccc2nc(NC(=O)CCc3ccccc3)sc2c1
i,i,Cc1c(C(=O)Nc2ccc(F)cc2)nnn1-c1cccc(C(F)(F)F)c1
i,i,Cc1csc(NC(=O)c2ccc[nH]c2=O)n1
i,i,O=C(CSc1nc2ccc(Cl)cc2[nH]1)NCCc1ccc(Cl)cc1
i,i,Cc1sc2nc(CSc3n[nH]c(N)n3)[nH]c(=O)c2c1C
i,i,O=C(CSCc1ccc(Cl)cc1)N1CCCCC1
-7*,i,O=C(CC(Sc1ccc(Br)cc1)C(=O)O)c1ccc(Br)cc1 (stereo not given)
i,i,Cc1nn(CCO)c(N)c1C1(O)C(=O)Nc2c(Cl)cc(Cl)cc21 (stereo not given)
i,i,Cc1ccc(C2/C(=C(\O)c3ccc4c(c3)OCCO4)C(=O)C(=O)N2Cc2cccnc2)cc1 (stereo not given)
i,i,O=C1C2C3C=CC(C3)C2C(=O)N1CNc1ccc(O)cc1 (stereo not given)
i,i,Cc1csc(SC(C)C(=O)Nc2ccc(Cl)cn2)n1 (stereo not given)
i,i,Cn1c(Cn2nnc3ccccc32)nnc1SCC(=O)c1ccccc1F
i,i,Cc1[nH]c(C)c(S(=O)(=O)NCc2ccco2)c1C(=O)N1CCCCC1
i,i,O=C(c1cccc(Cl)c1)N(Cc1cccs1)C1CCS(=O)(=O)C1 (stereo not given)
i,i,Nc1ccccc1SCC(=O)Nc1nccs1
i,i,O=[N+]([O-])c1ccc(-c2ccc(/C=N/O)o2)cc1
i,i,CN(C)C(CN1C(=O)C2CC=CCC2C1=O)c1cn(C)c2ccccc12 (stereo not given)
i,i,Cc1ccccc1C(=O)N1CCCC(CCC(=O)N2CCN(c3ccccn3)CC2)C1 (stereo not given)
i,i,O=C(NCCc1cn2ccsc2n1)c1cccs1
i,i,COc1ccc(NC(=O)N2CCN(C(=O)Nc3ccc(OC)cc3)CC2)cc1
i,i,COc1ccc(-c2cc(C(=O)N3CCN(Cc4ccccc4)CC3)no2)cc1OC
i,i,O=C(CCS(=O)(=O)c1ccccc1)Nc1nc2c(s1)CCCC2
i,i,O=C(CCS(=O)(=O)c1cc2c(cc1Cl)NC(=O)CO2)NCc1ccc(F)cc1
i,i,COc1ccc2[nH]c3c(c2c1)CCNC3c1ccc([N+](=O)[O-])o1 (stereo not given)
i,i,CCOC(=O)CCCCC(=O)NC(CO)C(=O)NC (stereo not given)
i,i,COc1c(Cl)cc(Cl)cc1C(=O)Nc1ccc(CN2CCCCC2)cc1

# Further records follow.
CHT inh,KCNQ2 inh,Molecule
i,i,COc1ccc(C(=O)COC(=O)CSCc2c(C)noc2C)cc1OC
i,i,O=C(NCc1ccccc1)c1nc(S(=O)(=O)Cc2ccccc2)ncc1Cl
i,i,COc1ccc(-c2nnc(SCc3c(C)noc3C)o2)cc1
i,i,Cc1ccc(NC(=O)CN2C(=O)S/C(=C\c3cc(Cl)c(OCC(=O)O)c(Cl)c3)C2=O)cc1
i,i,COc1cc(CCC(=O)Nc2c(C(=O)N3CCN(c4ccccc4OC)CC3)oc3ccccc23)on1
i,i,Cc1nn(CC(=O)OC(C)C(=O)Nc2ccccc2[N+](=O)[O-])c(C)c1[N+](=O)[O-] (stereo not given)
i,i,CCC1CCc2sc(C(=O)N(C)CC(=O)Nc3ccc(N4CCOCC4)cc3)cc2C1 (stereo not given)
i,i,CCn1c(CC(=O)Nc2ccc(F)cc2)nnc1SCC(=O)N1CCOCC1
i,i,CC(C)N=C(Nc1ccc(Cl)cc1)c1cccnc1
i,i,CNC(=O)c1ccccc1Sc1ccccc1C#N
i,i,Cc1ccc(SCC(=O)N2CC(C)OC(C)C2)cc1 (stereo not given)
i,i,O=C(CCNS(=O)(=O)c1ccc(Br)cc1)NCc1cccs1
i,i,CCOC(=O)C1=C(C)NC(=O)NC1c1c(OCC(=O)N2CCCCC2)ccc2ccccc12 (stereo not given)
i,i,O=C(NCCCN1CCCC1=O)Nc1ccccc1F
i,i,O=C(O)c1ccc(-c2nnn(Cc3ccccc3F)n2)cc1
i,i,Cc1nnc(SCC(=O)N2CCOCC2)s1
i,i,N=C1/C(=C\c2ccc(Br)o2)C(=O)N=C2SC(CC(=O)N3CCCCC3)=NN12
i,i,OC(COC(c1ccc(Cl)cc1)c1ccc(Cl)cc1)CN1CCc2ccccc2C1 (stereo not given)
i,i,Cc1ccc2cc(CCNC(=O)CC(C)C)c(=O)[nH]c2c1
i,i,COc1ccc(-c2coc3cc(O)ccc3c2=O)cc1O
i,i,O=C(COC(=O)CNC(=O)c1ccc(F)cc1)Nc1cccc(S(=O)(=O)N2CCCC2)c1
i,i,O=C(NC1CCCC1)c1ccc(CS(=O)Cc2ccc(Cl)cc2)o1 (stereo not given)
i,i,Cc1ccc(/C=N/NC(=O)NC23CC4CC(CC(C4)C2)C3)o1
i,i,Cn1c(N2CCN(c3ccccn3)CC2)nc2c1c(=O)n(Cc1ccccc1Cl)c(=O)n2C
i,i,O=C(NC12CC3CC(CC(C3)C1)C2)c1ccc(-c2cccc(Cl)c2)o1
i,i,CCOC(=O)C1C(C#N)=C(N)OC(C)=C1c1ccncc1 (stereo not given)
i,i,COC(=O)c1[nH]c2cc(C)ccc2c1NC(=O)CN1CCN(c2ccccc2OC)CC1
i,i,N#Cc1ccc(Sc2nc3ccccc3[nH]2)cc1C#N
i,i,Cc1ccc2cccc(OCc3ccccc3)c2n1
i,i,CC(C)NC(=O)CN(C(=O)CCC(=O)Nc1ccccn1)c1ccc(F)c(Cl)c1

# Five successive entries out of the list so far:
CHT inh,KCNQ2 inh,Molecule
i,i,COc1ccc(C(=O)COC(=O)CSCc2c(C)noc2C)cc1OC
i,i,O=C(NCc1ccccc1)c1nc(S(=O)(=O)Cc2ccccc2)ncc1Cl
i,i,COc1ccc(-c2nnc(SCc3c(C)noc3C)o2)cc1
i,i,Cc1ccc(NC(=O)CN2C(=O)S/C(=C\c3cc(Cl)c(OCC(=O)O)c(Cl)c3)C2=O)cc1
i,i,COc1cc(CCC(=O)Nc2c(C(=O)N3CCN(c4ccccc4OC)CC3)oc3ccccc23)on1

# Next part
CHT inh,KCNQ2 inh,Molecule
i,i,O=C(/C=C/c1ccc(Cl)c([N+](=O)[O-])c1)Nc1ccc(N2CCCC2)c(Cl)c1
i,i,c1ccc2c(c1)CCCN2Cc1nnc2n1CCCCC2
i,i,O=C(Nc1ccc(Nc2ccccc2)cc1)c1ccc(Cl)cc1
i,i,Cc1cccc(C(=O)OCC(=O)Nc2nnc(-c3ccccc3)o2)c1O
i,i,C(=N\n1cnc2ccccc21)/c1cccnc1
i,i,COc1ccc(OC)c(/C=N/NC(=O)C(O)c2ccccc2)c1 (stereo not given)
i,i,O=C1[C@H]2[C@@H](c3ccc(F)cc3)N3C(=O)N(c4cccc(Br)c4)C(=O)[C@@]3(Cc3ccc(Cl)cc3)[C@H]2C(=O)N1C1CCCCC1
i,i,FC(F)(F)c1ccc(NC(=S)NCc2ccccc2)cc1
i,i,COC(=O)c1ccc(NC(=O)CSc2nc3[nH]ncc3c(=O)[nH]2)cc1
-16*,i,O=C(Nc1ccc(S(=O)(=O)NCC2CCCO2)cc1)c1ccc(Cl)cc1[N+](=O)[O-] (stereo not given)
i,i,O=C(COC(=O)C1CCN(S(=O)(=O)c2ccc3c(c2)OCCO3)CC1)NC1CCCCC1
i,i,Cc1ccc(C(=O)Cn2c3[n+](c4ccccc42)CC(O)CS3)cc1 (stereo not given)
i,i,O=C(NC1CC1)C1=C[C@@H](C2CC2)C[C@@H](OCc2ccc(CO)cc2)O1
i,i,CCOC(=O)c1c(C)[nH]c(C)c1C(=O)CSc1nnc(-c2cc(OC)c(OC)c(OC)c2)o1
i,i,COc1ccc(OC)c(-c2csc(NC(=O)CSCc3c(C)noc3C)n2)c1
i,i,Cc1ccsc1/C=N/NC(=O)Nc1ccccc1
i,i,CCOc1ccc(N2C(=O)Nc3ccccc3C2(O)C(=O)NCc2ccco2)cc1 (stereo not given)
i,i,COc1ccc(C(CCN2CCCC2)c2c(O)cc(OC)cc2OC)cc1 (stereo not given)
i,i,OCCC1CN(CC#Cc2ccccc2)CCN1Cc1ccccc1F (stereo not given)
i,i,Cc1ccccc1Cn1c(-c2ccc(=O)[nH]c2)nc2ccccc21
i,i,CN(C)C(CNC(=O)CCNC(=O)c1ccc(Br)cc1)c1ccco1 (stereo not given)
i,i,COc1ccc(C(C)=O)cc1CSc1nnc(C)s1
i,i,CCOc1cc(CNc2ccc3c(c2)CCC3)ccc1OC
i,i,COC(=O)c1ccc(Cn2cnc3cnccc32)cc1
i,i,Cc1cccc(NC(=O)Nc2ccc3c(c2)OCO3)n1
i,i,CC1CC(C)CN(C(=O)COC(=O)c2ccc[nH]c2=O)C1 (stereo not given)
i,i,CSc1nc(-c2ccco2)nn1S(=O)(=O)c1ccc(C)cc1
i,i,O=C(CSc1nc2cc(Cl)ccc2s1)N1CCN(C(=O)c2ccco2)CC1
i,i,Cc1nn(C)cc1N1C(=O)c2cccc3c(N)ccc(c23)C1=O
i,i,CC(c1ccccc1)C1CC(=O)N(c2cc(Cl)ccn2)C1=O (stereo not given)

# CHT inh: entries above that show a hit
CHT inh,KCNQ2 inh,Molecule
-7*,i,O=C(CC(Sc1ccc(Br)cc1)C(=O)O)c1ccc(Br)cc1 (stereo not given)
-16*,i,O=C(Nc1ccc(S(=O)(=O)NCC2CCCO2)cc1)c1ccc(Cl)cc1[N+](=O)[O-] (stereo not given)

# Retrieved by compound from the list above:
CHT inh,KCNQ2 inh,Molecule
i,i,OCCC1CN(CC#Cc2ccccc2)CCN1Cc1ccccc1F (stereo not given)
i,i,Cc1ccsc1/C=N/NC(=O)Nc1ccccc1
i,i,COc1ccc(OC)c(/C=N/NC(=O)C(O)c2ccccc2)c1 (stereo not given)

# (cont.)
CHT inh,KCNQ2 inh,Molecule
i,i,O=c1n(Cc2ccccc2)c2cc(Cl)cnc2n1Cc1ccccc1
i,i,COc1ccc(-n2c(SCC(=O)Nc3nccs3)nc3sc4c(c3c2=O)CCN(C)C4)cc1
i,i,N/C(=N\OC(=O)/C=C/c1ccccc1)c1ccccc1
i,i,COc1ccc(Cc2nnc(SCC(=O)N(c3ccccc3)C(C)C)n(N)c2=O)cc1
i,i,COc1ccc(/C=N/Nc2ccc([N+](=O)[O-])cc2)cc1Cn1cc([N+](=O)[O-])cn1

# Three compounds out of the list, sorted by SMILES length, ascending.
CHT inh,KCNQ2 inh,Molecule
i,i,N/C(=N\OC(=O)/C=C/c1ccccc1)c1ccccc1
i,i,CC(c1ccccc1)C1CC(=O)N(c2cc(Cl)ccn2)C1=O (stereo not given)
i,i,COc1ccc(Cc2nnc(SCC(=O)N(c3ccccc3)C(C)C)n(N)c2=O)cc1
